# Source: PubChem
# TcdB inh = inhibitors of Clostridioides difficile toxin B glycohydrolase | AID 652162 | 350,000 compounds, 0.24% hits | P18177 | TcdB glycohydrolase enzymatic assay, plate reader | inhibition, % at 9.99 µM; in the data active = inhibition above about 10%
# Y pestis TopoI = blocks Yersinia pestis topoisomerase I activity; Y. pestis Topo-I cleavage product accumulation, plate reader; activity, % at 10 µM; 360,000 compounds, 0.064% hits; AID 504884; in the data active = activity above about 50%, passing the limit was not always enough; note: inactives centre near 2
# PrPC TRFRET = reduces human prion protein on the cell surface; P04156; cell surface PrPC, TR-FRET read-out; inhibition, % at 13.8 µM; 370,000 compounds, 0.43% hits; AID 720596; in the data active = inhibition above about 24%; note: 0% = median of the test wells and 100% = reference compound wells
# BoNT A protease = inhibitors of Botulinum neurotoxin A light chain protease; multiplex microsphere protease substrate cleavage, flow cytometry; inhibition, % at 10 µM; 360,000 compounds, 0.17% hits; AID 588499; note: plate controls were buffer without enzyme for full effect and enzyme alone for no effect
# PfHsp40 yeast = rescue of PfHsp40-mediated yeast toxicity | S. cerevisiae expressing PfHsp40, growth rescue, ATP luminescence | growth rescue, % at 12.5 µM | 340,000 compounds, 0.68% hits; in the data active = growth rescue above about 28%, passing the limit was not always enough;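 note: yeast W303a lacking pdr1 and pdr3 grown in galactose medium; growth measured after three days at 30 °C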
# Anthrax LF prot = blocks Bacillus anthracis lethal factor protease; P15917; multiplex microsphere protease cleavage assay, LF; inhibition, % at 10 µM; 360,000 compounds, 0.12% hits; note: plate controls were buffer without enzyme for full effect and enzyme alone for no effect
# 3CLpro inhibitor = SARS-CoV 3CLpro protease inhibition | AID 1706 | inhibition, % at 6 µM | P0C6X7 | recombinant SARS-CoV 3CLpro, quenched FRET peptide cleavage | 290,000 compounds, 0.14% hits; in the data active = inhibition above about 12%
# BH1578 lux ind = inducers of Vibrio cholerae quorum light production without autoinducers | V. cholerae BH1578 lux reporter, luminescence, 6 h | activation, % at 18.7 µM | 350,000 compounds, 0.16% hits; in the data active = activation mostly above about 9.7%, no sharp cut-off; note: not every result past the cut was called active; inactives centre near 0; reference of the scale not given here
# PriA SSB inh = K. pneumoniae PriA-SSBct interaction inhibition | AlphaScreen SSBct-PriA binding, biotinylated peptide | inhibition, % at 33 µM | 430,000 compounds, 0.6% hits; in the data active = inhibition mostly above about 37%, no sharp cut-off; inactive = mostly below about 20%;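 note: plate controls were negative control peptide for no effect and reference peptide for full effect; strong numbers were not always called active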
# Active calls of the source: *; i = inactive; . = not tested or not shown; & = joins results of further samples. Cut-off read from the data, not from the text of the source, unless noted: active = inhibition above about 30%; inconclusive = no clear call, values can overlap the other calls; inactive = below that. A portion of the library. The share of hits here may be higher or lower than overall.
SMILES,PfHsp40 yeast,PriA SSB inh,BoNT A protease,TcdB inh,3CLpro inhibitor,BH1578 lux ind,Anthrax LF prot,PrPC TRFRET,Y pestis TopoI
CCOC(=O)C1=CCN(S(=O)(=O)c2ccccc2F)C1c1ccc(C)cc1 (stereo unspecified),.,.,0.4,0.9,.,.,-4.9,-2.3,.
CC(=O)n1cc(N(C(=O)CCl)c2ccc(C)cc2)c2ccccc21,3.5,-4.8,.,0.3,8.9,-0.2,.,-4.6,6.4
CCOC(=O)c1sc(=S)n(Cc2ccccc2)c1N,0.4,2.8,0.1,.,2.0,.,-1.1,-7.9,-13.3
CCSc1nnc(NC(=O)CSc2nnc(CNC(=O)c3ccccc3F)o2)s1,-1.8,-8.0&-2.2,-0.3,.,0.7,0.6,-0.6,-2.2,0.3
COC(=O)c1ccc(C)c(NS(=O)(=O)c2ccc(C)c([N+](=O)[O-])c2)c1,2.6,6.2,0.4,.,4.6,i,-1.6,-5.2,2.5
Cc1cc(NC(=O)CSc2nc3ccccc3c(=O)n2Cc2ccccc2)no1,-1.4,-7.2,0.8,.,8.1,i,-0.7,0.3,16.6
CCOP(=O)(c1ccccc1)C(O)c1ccc(F)cc1 (stereo unspecified),-0.7,-7.5,-0.3,0.0,-2.2,-0.3,-0.1,-1.0,4.9
CC(C)(C)OC(=O)N1CCC(c2c(C(=O)N3CCN(C4CCCCC4)CC3)cnn2-c2ccccc2)CC1,-0.3,-3.0,-1.8,-0.3,-1.7,-0.2,-2.6,-6.1,28.5
COc1ccc(NC(=O)Cn2nnc(-c3ccccc3NS(=O)(=O)c3ccc(OC)cc3)n2)cc1,-1.2,0.1,2.9,-0.3,3.4,-0.1,4.8,7.2,9.7
O=C(NCc1ccc(Cl)cc1)c1cc2ccccn2n1,-1.1,-12.3,1.0,2.3,-2.8,-0.2,-1.3,-1.0,-5.8
COc1ccccc1[C@@]1(C)ON(c2ccccc2C(F)(F)F)C1=O,0.5,-13.6,-0.7,0.7,.,0.8,1.3,-4.6,5.5
CCOc1ccc(C2CC=C(C(C)=O)CN2S(=O)(=O)c2ccc(C)cc2)cc1 (stereo unspecified),.,.,-0.2,4.3,.,.,5.3,1.2,.
CC(=O)c1cccc(NC(=O)N2CCC(c3nnc(SCC(N)=O)n3C)CC2)c1,0.3,-7.8,0.1,.,-9.8,i,1.5,-5.8,-2.0
O=C(Nc1ccccc1N1CCOCC1)C1=COCCO1,-0.3,-4.9,-3.2,2.7,.,-0.3,-0.5,-7.8,-5.6
Nc1c(C(=O)CSc2nnc(COc3ccc(Cl)cc3)o2)c(=O)[nH]c(=O)n1C1CC1,-0.3,-1.9,-3.3,-2.4,.,i,0.3,3.6,6.8
COc1cccc(NC(=O)NCC2CCN(Cc3ccc(F)cc3)CC2)c1,-0.2,-10.7,-5.0,-0.3,5.5,-0.6,0.8,-3.9,-6.1
CC(=O)N(Cc1ccccc1)c1ccc(C(=O)O)cc1,-1.0,-4.1,-1.3,-0.1,-1.8,0.3,-2.4,-1.9,10.2
COc1ccc(CC(=O)NCc2n[nH]c(=S)n2-c2ccc(F)cc2)cc1,0.0,0.1,0.4,0.9,8.5,-0.4,-9.1,-0.6,2.4
CCCc1nc(N2CCCC2)c(C#N)c2c1CCCC2,-0.1,-12.2,0.1,.,-3.8,-0.7,-2.3,1.5,26.1
Cc1ccc2c(COC(=O)CNS(=O)(=O)c3ccccc3)cc(=O)oc2c1,1.4,-8.7,0.3,-0.1,.,i,-4.5,-6.1,12.4
Cc1ccc(C(=O)NCC(=O)O)s1,-0.2,-8.6,1.0,1.7,-1.8,i,-2.6,7.2,6.0
C/C(=N\N=C(N)N)c1cccc([N+](=O)[O-])c1,-0.9,.,0.3,1.1,3.8,0.1,1.3,-3.3,-8.0
CCS(=O)(=O)Nc1ccc(-c2cc(-c3ccccc3)c3cc(C)ccc3n2)cc1,4.1,12.4,-0.1,.,-4.6,-0.3,-2.0,5.7,-4.9
CCN(CC)CCOCCOc1ccccc1F,-1.2,14.4,0.1,0.2,3.3,i,-1.6,5.9,-3.5
Cc1cc(C)cc(NC(=S)NC2CC3CCC(C2)N3Cc2ccco2)c1 (stereo unspecified),1.0,2.9,0.0,-2.9,3.0,i,-0.5,-7.4,-1.4

# Two compounds drawn at random from those above, as already listed:
SMILES,PfHsp40 yeast,PriA SSB inh,BoNT A protease,TcdB inh,3CLpro inhibitor,BH1578 lux ind,Anthrax LF prot,PrPC TRFRET,Y pestis TopoI
O=C(Nc1ccccc1N1CCOCC1)C1=COCCO1,-0.3,-4.9,-3.2,2.7,.,-0.3,-0.5,-7.8,-5.6
COc1cccc(NC(=O)NCC2CCN(Cc3ccc(F)cc3)CC2)c1,-0.2,-10.7,-5.0,-0.3,5.5,-0.6,0.8,-3.9,-6.1

# Next part
SMILES,PfHsp40 yeast,PriA SSB inh,BoNT A protease,TcdB inh,3CLpro inhibitor,BH1578 lux ind,Anthrax LF prot,PrPC TRFRET,Y pestis TopoI
c1ccc(-c2ccc(-c3nc(-c4cccnc4)no3)cc2)cc1,0.9,-3.5,0.1,.,-1.8,-4.8,-5.6,-1.6,3.7
COc1ccccc1C1CC(=O)NC(C)=C1C(=O)OCC(C)C (stereo unspecified),2.0,-7.8,0.3,.,-0.8,i,-0.7,2.0,-4.5
COc1ccc(NC(=S)N(CCCN2CCCC2)Cc2cccs2)cc1,1.1,1.6,0.5,.,0.1,-0.1,-1.8,-5.9,-2.3
COc1ccc(CCC(=O)NC2CCCc3ccccc32)cc1OC (stereo unspecified),-1.6,1.7,0.4,0.9,-2.7,-0.3,-0.2,-3.9,6.2
COc1ccc(CCNC(=O)c2ccc(-c3ccc([N+](=O)[O-])cc3Cl)o2)cc1,0.0,6.0,14.3,0.3,1.7,-0.3,11.8,4.1,5.7
O=C(NC1CC1)C1=COCCO1,-0.3,1.2,0.0,.,-2.7,i,-0.5,-6.6,8.6
CC(=O)Nc1cc(-c2ccc(C(=O)NC3CC3)cc2)cn2c(-c3cccc(C(F)(F)F)c3)cnc12,.,.,0.0,1.0,.,-5.0,-0.3,-4.0,20.5
Cc1cc(=O)oc(C)c1C(=O)NCCc1ccccc1,-0.5,-4.0,-0.4,.,-3.8,-0.4,3.2,-4.7,2.2
COc1ccc(NC(=O)CSc2nnc(C3CC3)n2C)cc1S(=O)(=O)N1CCOCC1,-0.8,1.1,0.3,0.7,.,-0.4,-1.7,-2.7,5.1
COc1ccc(-c2csc(NC(=O)CC(C)C)n2)cc1,1.3,-11.2,0.1,.,0.1,-0.3,-0.9,15.6,-6.9
Cc1ccc(NC(=O)CC2Nc3ccccc3NC2=O)cc1Cl (stereo unspecified),-0.4,14.7,0.1,.,0.1,i,-0.3,-0.4,-8.1
Cc1cccc(NC(=S)N(Cc2ccco2)C(C)c2cccs2)c1 (stereo unspecified),2.3,-20.1,-0.7,2.3,-0.2,i,-3.2,4.1,18.7
Cc1onc(-c2ccccc2Cl)c1C(=O)NCc1cccs1,0.2,-4.8,0.6,.,-2.3,i,3.1,1.6,-6.5
C/C(=N\NC(=O)c1nnn(-c2nonc2N)c1-c1cccs1)c1ccc(C)cc1,-1.6,.,-0.6,-10.6,-1.3,-0.3,-1.1,1.7,0.2
COc1ccccc1C(=O)NCC(=O)OCc1ccc(Br)cc1,1.5,-31.2,0.0,.,3.8,0.6,-2.2,-3.3,-5.4
CCCCCNC1=CC(=O)CC(c2ccccc2)C1 (stereo unspecified),-1.6,-6.3,-0.5,.,7.0,-0.7,-1.5,-6.4,-2.6
CCOc1ccccc1C=NNC(=O)C(=O)NN=Cc1ccccc1OCC,1.5,-8.7,0.0,-1.5,.,i,-10.1,7.2,9.1
COCC(=O)NCc1ccc2c(c1)cc(C)n2C,-0.6,-10.9,4.6,0.1,-4.7,-5.6,0.6,-9.0,-7.3
COc1ccccc1OCc1ccc(C(=O)NN)o1,1.1,-0.4,.,-2.3,-0.5,i,.,4.2,20.6
Cc1noc(C)c1S(=O)(=O)N(C)C[C@H]1OCCCC[C@@H](C)Oc2ccc(NS(=O)(=O)c3cn(C)cn3)cc2C(=O)N([C@H](C)CO)C[C@@H]1C,.,.,-0.4,-0.7&0.4,.,-2.3,0.6,4.0,33.5
CCCNc1nc(Cl)nc(NCc2cccnc2)n1,-0.3,1.9,-0.2,-0.6,4.9,-0.3,0.2,-11.6,-5.3
CN(C)CCN=Cc1c(O)n(-c2cccc3ccccc23)c(=O)[nH]c1=O,-0.1,-6.7,-0.6,1.2,-1.4,-7.1,-9.6,0.1,-1.8
CCOC(=O)C1(C)CCCN(C(=O)c2cccnc2)C1 (stereo unspecified),.,.,-0.5,0.9,.,-0.3,-9.3,3.6,2.4
O=C(CSc1nnc(-c2n[nH]c3ccccc23)n1-c1ccccc1)Nc1cccc(Cl)c1,-1.0,5.6,0.5,.,-0.7,-0.1,-0.2,9.9,0.6
Cc1cccc(C(=O)NC2CC3CCCC(C2)N3S(=O)(=O)c2ccccc2)c1 (stereo unspecified),1.1,-0.2,1.4,.,3.3,i,8.0,4.1,2.1
COc1ccc(C(=O)Nc2ccc3nc(N4CCCCC4)cc(C)c3c2)cc1OC,1.4,12.1,-0.2,.,-3.8,1.7,-1.8,-13.9,13.7
Cc1ccc(S(=O)(=O)N(C)CC(=O)OCC(=O)NC(c2ccccc2)c2ccccc2)cc1,1.2,-9.2,-0.2,2.8,2.5,i,0.5,0.9,35.9
COc1ccc(N2CCN(C(c3cccc(OC)c3OC)c3nnnn3C3CCCC3)CC2)cc1 (stereo unspecified),1.3,20.4,-0.3,.,-0.1,i,-6.2,12.0,15.0
CCc1nc2c(n1O)CCc1nonc1-2,1.8,-8.6,1.2,.,-4.0,-1.4,-3.0,4.5,-2.1
C/C(=N\NC(=O)c1ccn(C)n1)c1ccc(NC(=O)c2cccc(F)c2)cc1,1.5,.,0.6,1.0,-2.0,i,-0.2,7.2,7.8
CC(NC(=O)c1ccc2nc(Cc3cccc(Cl)c3)oc2c1)c1ccncn1 (stereo unspecified),.,.,-0.7,1.1,.,0.3,-0.7,1.6,12.7
CNC(=O)C1Cc2c(-c3cccc(F)c3)ccnc2O1 (stereo unspecified),.,.,-0.1,-6.5,.,1.2,1.5,2.6,-8.9
CC(=O)NS(=O)(=O)c1ccc(NC(=O)c2cccc(OCc3c(C)noc3C)c2)cc1,-0.4,1.8,-0.1,1.2,.,i,-7.5,-7.9,1.8
O=C(O)CCn1c(SCCOc2ccccc2)nc2ccccc21,-1.7,-8.0,-1.5,1.5,-9.0,i,3.0,-2.9,-8.2
COc1cc(C2=NOC(C(=O)Nc3ccc4c(c3)OCO4)C2)cc(OC)c1OC (stereo unspecified),-1.5,-4.8,1.4,-0.2,-4.7,0.8,-11.9,13.5,7.4
CC1CCCC(C)N1/N=C/c1cccc(Br)c1 (stereo unspecified),-0.9,.,-1.6,-2.2,-2.8,0.0,-13.5,1.8,3.6
CCCn1c(SCC(=O)N2c3ccccc3Sc3ccccc32)nc2ccccc21,4.8,-2.1,-0.1,-4.9,1.1,i,-1.7,4.9,14.4
O=C(O)c1ccc(Cl)c(S(=O)(=O)NCc2ccco2)c1,-2.1,-13.2,0.3,.,-1.1,-1.4,-3.1,-5.1,-0.9
CCOC(=O)c1nc2ccccc2c(C)c1C,-1.8,-4.3,0.1,1.4,-2.9,-0.2,-3.4,9.9,-2.2
O=c1c2cnn(-c3ccccc3)c2ncn1Cc1ccccc1F,-0.1,-26.9,-0.1,0.4,-0.4,-0.3,-2.2,-9.7,-5.2
Cc1nc(-c2ccc(NC(=O)c3ccco3)cc2)cs1,-2.6,-3.2,-2.7,1.1,-5.1,i,3.3,1.9,0.0
Clc1ncnc2scc(C3COc4ccccc4O3)c12 (stereo unspecified),0.5,-2.6,-0.6,.,3.1,-0.3,-8.4,-3.8,-0.6
